aSyn yeast inh – rescues yeast growth from alpha-synuclein toxicity. Yeast expressing alpha-synuclein, growth rescue, BacTiter-Glo, 24 h. Potency, µM (highest dose often 46.1 µM), for inactives: at the highest dose growth rescue (activation), usual class: activators. actives 0.14% (n = 370,000). AID 652106; also: potency is read from the fitted curve at half-maximal effect; % of control where 0% means no effect; nearly all actives have a fitted effect of over 65% in size
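Readout is rescue of growth in alpha-synuclein-expressing yeast, so inhibitors of toxicity appear as activators. Growth after 24 hr at 30 deg C in galactose medium is quantified by luminescence.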
Abeta yeast res – restores growth of yeast expressing A-beta42 peptide. actives 0.063% (n = 410,000). Potency, µM (titrated, usually from 46.1 µM), inactives show at the top dose growth rescue, most hits filed as activators. yeast expressing A-beta42, growth rescue, OD600, 48 h; response scale: 0% DMSO, 100% iron-clioquinol control; also: potency is read from the fitted curve at half-maximal effect; nearly all actives have a fitted effect of over 55% in size
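Yeast A-beta toxicity model in growth medium with pinned compounds, 48 h at 30 C; growth read as absorbance at 600 nm. Normalized to FeCl3/clioquinol equimolar mix (positive) and DMSO (negative).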
D3 antag – D3 dopamine receptor (human) antagonism. P35462. D3R cells, DiscoveRx beta-arrestin luminescence, antagonist mode; active compounds read low. max response, negative = inhibition, %. actives 2.5% (n = 360,000). AID 652054; in the data active = max response below about -50%; inconclusive = no clear call, values can overlap the other calls; also: % is scaled to controls: 0 for no effect and ±100 for the full control effect; mostly tested at two doses, the higher about 12 µM
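Cells expressing the human receptor were seeded at 1500 cells/well, incubated overnight at 37 degrees C in 5% CO2, then exposed to library compounds with dopamine controls for 90 minutes at 37 degrees C before luminescent detection.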
D3 ag – activates the human D3 dopamine receptor | actives 0.58% (n = 410,000) | max activation, % | P35462 | D3R DiscoveRx beta-arrestin cells, luminescence, 90 min; in the data active = max activation above about 30%; also: 0% is about no effect; mostly tested at two doses, the higher about 12 µM
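Agonist mode: compounds and dopamine controls were applied to plated cells for 90 min at 37 degrees C after an overnight attachment at 1500 cells/well. Luminescent read-out followed 30 - 60 minutes at room temperature with DiscoveRx detection reagent.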
TDP-43 yeast inh – rescues yeast growth from TDP-43 toxicity. actives 1.8% (n = 410,000). TDP-43 expressing yeast growth rescue, BacTiter-Glo, 24 h. Potency, µM (doses to about 46.1 µM), for inactives: at the top dose growth rescue (activation), usual class: activators. AID 652104; also: potency is read from the fitted curve at half-maximal effect; % of control where 0% means no effect; nearly all actives have a fitted effect of over 50% in size
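Yeast cells expressing TDP-43 under galactose induction are exposed to compounds for 24 hr at 30 deg C. BacTiter-Glo luminescence measures growth, so protective compounds score as activators.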
EPAC2 antagonist – blocks human EPAC2 exchange factor; Potency, µM (top dose mostly 114 µM), for the others: at the highest dose activity, negative = inhibition, actives largely listed as inhibitors; EPAC2 GEF exchange of Rap1B-BODIPY-GDP, fluorescence; Q8WZA2; actives 0.18% (n = 360,000); also: potency is read from the fitted curve at half-maximal effect; % is scaled to controls: 0 for no effect and ±100 for the full control effect; nearly all actives have a fitted effect of over 45% in size; many of its hits are not listed in these tables
Target sequence (Q8WZA2 whole entry, looked up): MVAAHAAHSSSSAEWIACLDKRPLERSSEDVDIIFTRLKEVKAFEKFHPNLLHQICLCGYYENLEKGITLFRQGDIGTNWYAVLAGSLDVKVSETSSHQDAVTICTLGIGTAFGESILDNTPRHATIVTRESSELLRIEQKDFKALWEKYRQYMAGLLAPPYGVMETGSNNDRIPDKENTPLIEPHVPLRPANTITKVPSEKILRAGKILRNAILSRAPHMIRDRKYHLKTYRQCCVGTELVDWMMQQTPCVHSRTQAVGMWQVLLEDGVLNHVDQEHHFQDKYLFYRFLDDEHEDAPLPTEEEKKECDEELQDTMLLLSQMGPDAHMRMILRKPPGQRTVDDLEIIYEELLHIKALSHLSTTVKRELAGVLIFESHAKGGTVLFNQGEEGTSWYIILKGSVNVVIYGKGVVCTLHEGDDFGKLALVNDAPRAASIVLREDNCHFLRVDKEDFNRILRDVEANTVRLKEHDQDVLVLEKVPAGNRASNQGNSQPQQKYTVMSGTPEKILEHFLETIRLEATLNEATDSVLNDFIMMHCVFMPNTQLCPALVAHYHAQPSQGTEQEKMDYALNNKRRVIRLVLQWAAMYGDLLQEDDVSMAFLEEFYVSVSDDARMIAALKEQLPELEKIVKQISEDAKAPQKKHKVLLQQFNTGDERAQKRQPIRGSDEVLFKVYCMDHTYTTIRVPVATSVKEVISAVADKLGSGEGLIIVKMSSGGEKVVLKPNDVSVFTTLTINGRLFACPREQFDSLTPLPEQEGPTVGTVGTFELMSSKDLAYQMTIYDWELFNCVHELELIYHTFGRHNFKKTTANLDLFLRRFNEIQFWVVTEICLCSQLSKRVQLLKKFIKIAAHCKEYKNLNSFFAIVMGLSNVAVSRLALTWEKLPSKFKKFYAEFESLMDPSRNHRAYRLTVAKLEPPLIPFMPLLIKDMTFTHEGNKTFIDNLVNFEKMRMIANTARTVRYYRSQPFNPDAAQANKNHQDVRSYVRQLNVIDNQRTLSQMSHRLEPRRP
EPAC2 agonist – EPAC2 (human) agonism | Q8WZA2 | EPAC2 activation, biochemical qHTS; response scale: 100% = 6.5 mM cAMP response | Potency, µM (series often up to 154 µM), for the others: at the highest dose activation, hits mostly activators | actives 0.079% (n = 360,000) | AID 720711; also: potency is read from the fitted curve at half-maximal effect; nearly all actives have a fitted effect of over 50% in size
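Compounds were added across a concentration range to EPAC2 (100 nM), RAP1B-BODIPY-GDP (250 nM) and GDP (50 uM). After 5 min at room temperature, fluorescence was recorded at 5-min intervals for 30 min.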
FUS suppressor – FUS proteinopathy suppression in yeast | Potency, µM (highest dose often 76.6 µM), for the others: at the top dose growth rescue (activation), most hits filed as activators | AID 1347120 | S. cerevisiae FUS-expressing, growth rescue, OD600, 24 h | actives 0.24% (n = 390,000);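 also: potency is read from the fitted curve at half-maximal effect; plate controls were DMSO vehicle for no effect and reference control for full effect; nearly all actives have a fitted effect of over 55% in size; some results filed as inactive show a strong effect at the top dose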
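Yeast FUS proteinopathy model; galactose-induced FUS (2%), starting OD 0.005. Cpds in dilution series, 24hr, 30C, 99% humidity. Abs 600 nm growth. Pos ctrl CP55940 (top 92uM final); neg ctrl DMSO.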
* marks the source's active call; other numbers are inactive results; ? = inconclusive; . = no result given; & = joins results of further samples; [ ] = remark or other dose. Unless noted, calls follow the shape of the dose curve; as a rule, active = well fitted curve in the direction sought with a large enough effect; inconclusive = small, poorly fitted or top-dose-only effect, or another doubt; inactive = no such curve, though single readings can be large; an effect the other way counts as inactive or inconclusive.

Structure | D3 ag | TDP-43 yeast inh | FUS suppressor | Abeta yeast res | EPAC2 antagonist | EPAC2 agonist | aSyn yeast inh | D3 antag
Nc1c(C(=O)NCc2ccccc2)sc2nc3c(cc12)C(=O)CCC3 | -4 | -7% | 19% | 10% | -2% | -2% | 1% | 131
Cc1cc(O)c(C(=O)/C=C/c2ccc(Cl)cc2)c(=O)o1 | -7 | ? | 28% | -23% | 20% | 7% | 13% | -25
COc1ccc(C(=O)NNC2CC(=O)N(Cc3ccc(Cl)cc3)C2=O)cc1OC (stereo unspecified) | -8 | 11% | . | 8% | -14% | -1% | -3% | -5
COc1ccccc1OCCC(=O)Nc1cccc(S(=O)(=O)N2CCOCC2)c1 | -2 | 10% | 3% | -11% | -2% | 6% | 0% | -2
Cc1cc(NC(=O)c2cc(-c3ccccc3)on2)n(-c2ccccc2)n1 | -4 | -11% | -4% | 1% | -1% | -18% | -10% | 6
O=C(NC(c1ccccc1)c1ccccc1)c1ccccc1 | -6 | -22% | 18% | -11% | -25% | 1% | -3% | 9
Cc1cc(C)cc(C(=O)Oc2coc(CSc3nnc(NC(=O)C4CC4)s3)cc2=O)c1 | 3 | -10% | 15% | 19% | 7% | 1% | -12% | 4
COc1ccccc1C(=O)NCc1nnc(SCC(=O)Nc2nccs2)n1C | -4 | -1% | -15% | 9% | 2% | 3% | -7% | -2
COCCN(C(=O)COC(=O)Cc1cccc(OC)c1)c1c(N)n(CC(C)C)c(=O)[nH]c1=O | 4 | 10% | 1% | 3% | -2% | 2% | -8% | 0
CCOc1ccccc1/C=C(/NC(=O)c1ccccc1)C(=O)N(CC)CC | 7 | 5% | 19% | -16% | -1% | 5% | 4% | 51
CN/C=C1\C(=O)C(C)(C)Oc2ccc3ccc(=O)oc3c21 | 2 | 24% | -5% | -22% | -2% | 0% | 1% | 16
CCOC(=O)[C@]12CCCC=C1N(Cc1ccccc1)C(=O)[C@H](CC(=O)N1CCC(c3ccccc3)CC1)C2 | 4 | ? | ? | 7% | -19% | -5% | 24% | 23
Cc1cccn2c(=O)c3cc(S(=O)(=O)c4ccccc4)c(=N)n(Cc4ccco4)c3nc12 | 2 | -7% | -1% | -3% | 0% | -1% | -3% | 1
COc1cccc(C(=O)N2CCN(Cc3ccccc3[N+](=O)[O-])CC2)c1 | -3 | 1% | -21% | -10% | -9% | 7% | -3% | -17
O=C(CSc1nnc(NC(=O)C2CC(=O)N(c3ccccc3)C2)s1)NCC1CCCO1 (stereo unspecified) | 0 | 24% | 15% | -5% | 8% | 4% | 1% | 16
COc1ccc2ccccc2c1CN(C)Cc1ccccc1 | -8 | -18% | 1% | -13% | 13% | 6% | -20% | -19
COc1cccc(N2C(=O)CC(N3CCN(c4ccc([N+](=O)[O-])cc4)CC3)C2=O)c1 (stereo unspecified) | 1 | 13% | -5% | 14% | -9% | 9% | 8% | -1
O=C(NCCCN1CCN(Cc2ccccc2)CC1)C1CCN(c2nnc(-n3cccc3)s2)CC1 | -19 | -11% | 1% | -3% | 0% | 5% | -1% | 0
Cc1ccc(C(=O)N(Cc2sccc2C)C2CCS(=O)(=O)C2)cc1 (stereo unspecified) | -12&4 | -23%&29% | 5% | 0%&-28% | 19% | 27% | -2% | 17
CCCCCCCCN1[C@@H](CC(=O)O)c2ccc(C(F)(F)F)cc2S1(=O)=O | 4 | -3% | -1% | 6% | -3% | -6% | -21% | -2
CN1OC[C@@H]2CN(S(=O)(=O)c3cccc(C(F)(F)F)c3)[C@H](c3ccc(-c4cc5ccccc5o4)cc3)C[C@@H]21 | 0 | ? | -14% | 9% | -1% | 4% | -2% | -12
Cc1cnc(N)nc1-c1ccccc1 | 3 | 18% | -12% | -2% | 4% | -1% | 3% | 10
O=C(O)c1n[nH]c2ccccc12 | -3 | -3% | -7% | -3% | 4% | 2% | 7% | 8
CC(C)(C)C(=O)OCc1cc(=O)n2nc(C3CCCCC3)sc2n1 | 9 | 18% | 17% | 6% | . | . | . | .
Clc1cccc(CSC2=NCCCN2)c1 | -1 | 8% | 11% | -10% | -3% | -1% | -4% | 16
CC(C)CN1CCC(=O)N([C@H](CN=[N+]=[N-])Cc2ccccc2)CC1 | 6 | 16% | -9% | -4% | -1% | 0% | -5% | 14
O=C(CC1SC(N2CCOCC2)=NC1=O)Nc1ccccc1Cl (stereo unspecified) | -2 | 22% | -1% | 3% | -3% | 10% | -4% | -18
CCCc1ccc(C(O)c2ncc(-c3ccc(OC)cc3)[nH]2)cc1 (stereo unspecified) | -16 | 1% | -1% | 21% | -3% | 8% | 4% | ?
O=C1CC(C2CCCO2)C(=O)N1c1ccccc1 (stereo unspecified) | -17 | -32%[inhibitor] | 18% | -1% | 16% | 8% | 0% | 0
O=C(C1CC1)N1CCN(Cc2ccccc2)CC1 | -1 | 3% | 2% | -6% | 9% | 4% | -1% | -2
CCOC(=O)C(=O)N=Nc1c(O)[nH]c2ccccc12 | 5 | 18% | . | 9% | 11% | 0% | 2% | -17
CCOC(=O)CSc1nc(-c2ccc3c(c2)OCO3)ccc1C#N | 5 | -20% | 6% | -3% | 16% | -3% | -10% | 12
Cc1nnc(SCC(=O)NNC(=O)c2ccc(F)cc2)n1Cc1ccccc1 | -26 | -27% | 19% | -10% | -3% | 11% | -16% | -20
S=c1nn[nH]n1C12CC3CC(CC(C3)C1)C2 | -15 | 7.9µM* | 5% | -44%[inhibitor] | 0% | 6% | -18% | -14
O=C(CN1CCOCC1)Nc1ncc(Cc2cccc(Cl)c2Cl)s1 | 2 | 20% | 6% | 28% | -22% | 4% | 21% | 2
COc1ccc(NC(=O)c2cccc3c2C(=O)c2ccc(-c4cnc(OC)nc4)cc2S3(=O)=O)cc1 | -5 | 17% | ? | 3% | -10% | -2% | -5% | 0
CCOc1ccc(N=C2NN=C(c3cc(C)n(CC4CCCO4)c3C)CS2)cc1 (stereo unspecified) | 1 | 7% | 19% | -7% | 4% | -5% | 0% | 5
CCOc1cc(/C=N/OC(C)=O)ccc1OCc1ccccc1 | 0 | 7% | 1% | -6% | 10% | 3% | -9% | 0
Cc1cccc(-c2noc(C3CC(=O)N(c4ccc5c(c4)OCCO5)C3)n2)c1 (stereo unspecified) | 2 | ? | ? | -9% | . | . | . | .
CSCCC(NC(=O)c1ccccc1Br)C(=O)N1CCN(C/C=C/c2ccccc2)CC1 (stereo unspecified) | -1 | -6% | 10% | -9% | 2% | 13% | 1% | -9
O=C(Nc1cccc(C(=O)NC2CCCC2)c1)c1ccccc1 | 3 | -8% | 17% | 0% | 4% | 15% | -2% | -10
CCCCn1c(N)c(N(CCC(C)C)C(=O)c2cccc(S(=O)(=O)N3CCN(C)CC3)c2)c(=O)[nH]c1=O | 3 | 0% | -2% | 16% | 25% | 0% | 1% | -3
O=C(CCc1ccc(S(=O)(=O)N2CCOCC2)cc1)N/N=C/c1ccc(O)c(O)c1O | 17 | 11% | . | -14% | 10% | 7% | 3% | -18
COc1ccc(-c2nc(C(=O)NCC3CCCO3)cc3c2[nH]c2ccccc23)cc1 (stereo unspecified) | 34* | 0% | ? | 8% | -9% | 3% | -4% | 69
Oc1ccc(C[C@H]2CNCCN2CCc2cccc(F)c2)cc1 | -15 | 8% | -29% | 20% | 11% | 4% | 1% | 52
Cn1cc([N+](=O)[O-])c(C(=O)N/N=C/c2ccc3c(c2)OCO3)n1 | 3 | 0% | 5% | -3% | 3% | 5% | -10% | 1
CC(/C=C1\SC(=S)N(C(C(=O)O)c2ccccc2)C1=O)=C\c1ccccc1 (stereo unspecified) | 2 | 0% | 8% | -4% | ? | -5% | -41%[inhibitor] | -9
COc1ccc2c(c1OC)C(=O)N1N=C(c3ccc(O)cc3)CC21 (stereo unspecified) | -3 | -12% | 14% | 9% | -14% | 4% | -1% | -23
C[C@@H]1C(c2ccc(F)cc2)=NN(c2ccccc2)[C@H]1C(=O)N1CCOC1=O | 4 | 2% | -24% | -4% | -27% | 7% | 3% | -5
CCN(CC)c1ccc(Nc2nc(Cl)ncc2Br)cc1 | -6 | -3% | 4% | 1% | -13% | 21% | -1% | -3
Cc1cc(OCCn2nc(C(=O)O)c3ccccc3c2=O)ccc1C(C)C | 22 | 21% | 6% | 8% | -14% | -4% | -15% | 17
O=C(CSc1nc(-c2ccccc2)c2ccccc2n1)Nc1ccc(F)cc1 | -10 | 1% | -18% | -4% | . | . | . | .
CC(C)(C)c1ccc(S(=O)(=O)NCc2ccc(C(=O)NCC3CCCO3)cc2)cc1 (stereo unspecified) | -1 | 18% | 17% | 11% | 0% | -8% | 2% | 2
CCOc1ccc(S(=O)(=O)c2cn(Cc3cc(C)ccc3C)c3ccc(OCC)cc3c2=O)cc1 | 2 | 0% | -8% | 1% | . | . | . | .
CC(=O)Nc1cccc2c1C(=O)N(c1cccc(C)c1)C2=O | 2 | ? | 18% | 16% | 0% | 8% | -6% | 20
COc1ccc(N2CCN(C(=O)c3ccc(-c4nc5ccccc5s4)o3)CC2)cc1 | 2 | 17% | 14% | 4% | -7% | 7% | 0% | 10
O=C(NCC1CCCO1)c1csc2c1CCCC2 (stereo unspecified) | 3 | -1% | 24% | 17% | 2% | 1% | 1% | 6
O=C(NCC(=O)N1CCN(Cc2ccccc2)CC1)c1ccccc1Cl | 1 | 20% | -1% | 5% | 1% | 1% | 5% | 1
O=C(CNC(=O)c1ccc(Br)o1)NNC(=O)c1ccc(Cl)cc1 | -6 | -1% | . | -14% | 12% | 6% | -1% | -9
O=C(Nc1cccc(Cl)c1)C1CCCCC1 | -5 | ? | -17% | 14% | 6% | 10% | -3% | -16
COc1ccccc1CCNC(=O)Cc1cccs1 | 2 | 15% | -7% | 1% | -2% | -3% | 14% | -20
C[C@H]1CN([C@@H](C)CO)C(=O)Cc2cc(NC(=O)Cn3cnnn3)ccc2O[C@H]1CN(C)Cc1ccncc1 | -3 | 1% | -9% | 1% | -13% | 0% | -7% | 19

Ordered by SMILES length (lowest first): some entries from above.
Structure | D3 ag | TDP-43 yeast inh | FUS suppressor | Abeta yeast res | EPAC2 antagonist | EPAC2 agonist | aSyn yeast inh | D3 antag
COc1ccc2ccccc2c1CN(C)Cc1ccccc1 | -8 | -18% | 1% | -13% | 13% | 6% | -20% | -19
O=C(CN1CCOCC1)Nc1ncc(Cc2cccc(Cl)c2Cl)s1 | 2 | 20% | 6% | 28% | -22% | 4% | 21% | 2
CSCCC(NC(=O)c1ccccc1Br)C(=O)N1CCN(C/C=C/c2ccccc2)CC1 (stereo unspecified) | -1 | -6% | 10% | -9% | 2% | 13% | 1% | -9

Screens (PubChem BioAssay)

A portion of the library, so the mix of outcomes need not match the whole.
